# From PubChem BioAssay
# D1 ag: Allosteric Agonists of the Human D1 Dopamine Receptor: qHTS; activation, % at 2 µM; HEK293 T-REx D1 cells, calcium flux, agonist mode; D(1A) dopamine receptor (Homo sapiens), P21728; hit rate 1% among 360,000; also: 0% is about no effect
# Target sequence (P21728 whole entry, looked up): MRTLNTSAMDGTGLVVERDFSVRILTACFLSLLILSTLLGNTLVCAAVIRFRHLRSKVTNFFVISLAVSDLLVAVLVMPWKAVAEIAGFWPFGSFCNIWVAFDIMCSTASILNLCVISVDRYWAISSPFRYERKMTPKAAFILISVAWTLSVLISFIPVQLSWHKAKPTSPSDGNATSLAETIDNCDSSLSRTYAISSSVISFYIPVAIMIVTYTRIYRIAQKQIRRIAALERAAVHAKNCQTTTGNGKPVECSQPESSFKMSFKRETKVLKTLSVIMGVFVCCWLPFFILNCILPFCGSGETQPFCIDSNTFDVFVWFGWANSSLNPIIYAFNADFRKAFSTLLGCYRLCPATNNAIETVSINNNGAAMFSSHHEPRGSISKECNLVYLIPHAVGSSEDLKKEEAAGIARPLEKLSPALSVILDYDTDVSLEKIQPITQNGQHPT
#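 Inducible HEK293 T-REx D1 cells, force-coupled to calcium signalling, were plated at 4000 cells/well with tetracycline and held overnight at 30 C. After no-wash calcium dye loading, compound-evoked calcium rise over 180 s flagged agonists.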
# D2 potentiator: HTS Assay for Positive Allosteric Modulators of the Human D2 Dopamine Receptor: Primary Screen for Potentiators; D(2) dopamine receptor (Homo sapiens), P14416; HEK293 T-REx D2, calcium flux, EC20 dopamine potentiation; AID 485347, 2010; potentiation, % at 10 µM; hit rate 0.34% among 340,000;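 active = potentiation over 3 SD above the plate norm, cut at about 30% in these data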; also: 0% is about no effect
# Target sequence (P14416 whole entry, looked up): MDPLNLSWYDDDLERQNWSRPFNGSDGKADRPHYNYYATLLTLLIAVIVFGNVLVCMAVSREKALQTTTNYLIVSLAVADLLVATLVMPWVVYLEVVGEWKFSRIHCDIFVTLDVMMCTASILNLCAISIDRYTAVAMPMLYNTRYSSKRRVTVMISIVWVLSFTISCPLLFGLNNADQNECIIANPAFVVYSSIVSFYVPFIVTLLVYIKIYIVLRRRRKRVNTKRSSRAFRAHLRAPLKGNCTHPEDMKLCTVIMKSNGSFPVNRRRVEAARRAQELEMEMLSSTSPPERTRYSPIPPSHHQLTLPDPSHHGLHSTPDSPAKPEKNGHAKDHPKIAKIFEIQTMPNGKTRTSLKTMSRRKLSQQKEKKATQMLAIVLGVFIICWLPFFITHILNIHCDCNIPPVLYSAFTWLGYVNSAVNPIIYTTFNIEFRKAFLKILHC
#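 Cells plated with tetracycline inducer and held overnight at 30 C; calcium dye loaded 30–90 min at room temperature; baseline taken, compound added and read 180 s; EC20 dopamine then added and read 180 s.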
# TRHR ag: qHTS for Small Molecule Agonists and Allosteric Enhancers of Human TRH Receptor: Primary Screen for Agonists | Thyrotropin-releasing hormone receptor (Homo sapiens), P34981 | TRHR cells, calcium flux fluo-8, FDSS agonist mode | activation, % at 2 µM | hit rate 0.18% among 360,000 | AID 493084, 2011; also: 0% is about no effect
#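 TRHR-expressing cells loaded with fluo-8 calcium dye; 23 nL library compound pin-transferred, kinetic FDSS fluorescence (Ex 480/Em 530) recorded about 180 s for agonist-induced calcium release, before a 10 nM TRH EC20 addition for potentiator mode.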
# D1 antag: Antagonist of Human D 1 Dopamine Receptor: qHTS. D(1A) dopamine receptor (Homo sapiens), P21728. HEK293 TREx D1 cells, calcium flux, dopamine EC80; stronger effect = lower value. activity change, negative = inhibition, % at 10 µM. hit rate 3.2% among 360,000. AID 504652, 2011; in the data active = activity change below about -30%; also: % is scaled to controls: 0 for no effect and ±100 for the full control effect
#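 Inducible Hek293 Trex D1 cells (tetracycline, overnight, 30 C). Calcium dye 30–90 min RT. Antagonist mode: EC80 dopamine added after 180 s compound read.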
# D2 antagonist: HTS Assay for Allosteric Antagonists of the Human D2 Dopamine Receptor: Primary Screen for Antagonists | D(2) dopamine receptor (Homo sapiens), P14416 | HEK293 TREx D2 cells, calcium flux, dopamine EC80 | inhibition, % at 10 µM | hit rate 2% among 340,000; in the data active = inhibition above about 30%; also: 0% is about no effect
#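 Overnight-induced (tetracycline, 30 C) HEK293 T-REx cells carrying force-coupled D2 receive a no-wash calcium dye, then compound, then EC80 dopamine at 180 s; signals are read kinetically throughout.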
# TRHR enhancer: qHTS for Small Molecule Agonists and Allosteric Enhancers of Human TRH Receptor: Primary Screen for Enhancers; hit rate 0.66% among 360,000; Thyrotropin-releasing hormone receptor (Homo sapiens), P34981; enhancement, % at 2 µM; AID 493056, 2011; TRHR cells, fluo-8 calcium fluorescence, EC20 TRH enhancement; in the data active = enhancement above about 30%; also: 0% is about no effect
#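 Enhancer read-out: after compound pinning and an initial kinetic agonist-mode read, an EC20 of TRH (10 nM final) was injected and fluo-8 calcium signal (Ex 480/Em 530) followed at 1 s/cycle for 100 cycles in TRHR-expressing cells.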
# D2 agonist: HTS Assay for Allosteric Agonists of the Human D2 Dopamine Receptor: Primary Screen for Agonists; HEK293 T-REx D2 cells, calcium flux agonist mode; activation, % at 2 µM; hit rate 0.53% among 340,000; AID 485358, 2010;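 active = activation over 3 SD above normal in the single-dose calcium agonist read, cut at about 30% in these data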; also: 0% is about no effect
#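 Calcium-flux readout, 1 cycle/sec over 180 s following compound pin transfer, in inducible HEK293 Trex D2 cells (force-coupled); dopamine controls included. Positive calcium responses during this window marked compounds as potential agonists.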
# RXFP1 antagonist: qHTS Assay for Antagonists of the Relaxin Receptor RXFP1; HEK293-RXFP1, relaxin-stimulated cAMP HTRF, 30 min; stronger effect = lower value; activity change, negative = inhibition, % at 57.5 µM; hit rate 0.59% among 350,000; AID 1259400, 2018;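 active = activity change of -60% or lower, but not beyond a set lower limit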; also: % is scaled to controls: 0 for no effect and ±100 for the full control effect
# D1 PAM: Potentiators of Human D1 Dopamine Receptor: qHTS. D(1A) dopamine receptor (Homo sapiens), P21728. HEK293 TREx D1 cells, calcium flux, dopamine EC20 potentiation. potentiation, % at 10 µM. hit rate 0.036% among 360,000; in the data active = potentiation above about 30%; also: 0% is about no effect
# The depositor's hits bear a star; . = not tested or not shown. Rule as the data show it, unless noted: active = activation above about 30%; inactive = the rest.
SMILES,D1 ag,D2 potentiator,TRHR ag,D1 antag,D2 antagonist,TRHR enhancer,D2 agonist,RXFP1 antagonist,D1 PAM
O=C1CSC(c2cccc([N+](=O)[O-])c2)N1CCc1ccccc1 (stereo not drawn),7,9,-2.0,-14,10,2,-0.4,7,-1
COc1cccc(CN(C)C(=O)c2ccc(NC(=O)CC3SC(N4CCCC4)=NC3=O)cc2)c1OC (stereo not drawn),2,-2,-0.1,-3,6,1,-1.0,-15,-9
Cc1[nH]nc2c1/C(=N\O)CCC2,4,6,0.0,-16,4,1,-1.2,-1,4
CC(C)OC(=O)c1sc2nc(-c3ccccc3)ccc2c1N,4,-1,2.4,5,3,-3,-0.4,17,-10
Fc1ccc(NC(=S)Nc2cccc3cnccc23)cc1,0,-1,-0.6,-23,-10,-7,9.4,0,-1
COc1cccc(N2C(=O)CC(N3CCN(C(=O)c4ccco4)CC3)C2=O)c1 (stereo not drawn),0,-2,0.4,0,-7,2,0.5,4,-2
CCC(=O)c1ccc(OCC(=O)OCC(=O)N(C)CC(=O)Nc2ccc(F)cc2)cc1,6,1,-0.4,-6,-10,-4,0.3,-3,-4
O=C(CCn1nc(-c2ccc(Cl)cc2)ccc1=O)NCc1cccnc1,2,-1,-0.3,-9,5,16,0.5,14,-4
O=S(=O)(Nc1nc2n(n1)C(c1ccc(F)cc1)C=C(c1ccccc1)N2)c1ccccc1 (stereo not drawn),2,7,0.0,-1,.,-5,-0.1,-9,3
Cc1ccc(-c2cc3c(n2-c2ccc(C(=O)O)cc2)CCCC3=O)cc1,1,-4,0.3,16,-18,-7,-0.4,-2,-1
CCn1c(COc2ccccc2C)nnc1SCC(=O)NC1CCCC1,-1,7,-0.6,2,12,-3,0.3,7,-3
COc1ccc(N2CCN(C3CCCN(Cc4ccc(F)cc4Cl)C3)CC2)cc1 (stereo not drawn),-1,-11,-0.2,5,-17,-4,0.9,-2,3
COCCNC(=O)C1CCC(Cn2c(=S)[nH]c3ccccc3c2=O)CC1 (stereo not drawn),3,1,0.1,-3,17,-5,0.2,-12,-2
CCn1c(SCC(=O)N/N=C/c2ccncc2)nc2ccccc21,3,-10,-1.0,3,12,8,-2.3,-4,-4
CCOc1ccc(C(=O)CN2CCN(S(=O)(=O)c3ccc(Cl)cc3)CC2)cc1,0,16,0.6,-14,-7,9,-2.0,-2,7
COc1ccc(C2CC(c3cccs3)=NN2c2ccc(C=O)cc2)cc1 (stereo not drawn),244*,-7,40*,-62*,-3,5,31*,1,17
Cc1cc(C)cc(S(=O)(=O)Nc2cccc(-c3ccc(N4CCOCC4)nn3)c2)c1,5,5,-0.3,17,.,3,-1.6,-9,-1
COc1ccc(CC(=O)NC(C)CCc2ccccc2)cc1 (stereo not drawn),0,-6,-2.7,8,5,3,-0.6,-1,0
O=C(c1cccn(Cc2ccc(C(F)(F)F)cc2)c1=O)N1CCOCC1,4,1,2.0,-17,5,-2,0.5,-19,-4
COc1cccc(NC(=O)COC(=O)c2c(C)nn(-c3ccccc3)c2C)c1,3,1,0.7,-23,-8,11,1.2,-2,-8

# Arranged by molecular weight (ascending): part of the list above.
SMILES,D1 ag,D2 potentiator,TRHR ag,D1 antag,D2 antagonist,TRHR enhancer,D2 agonist,RXFP1 antagonist,D1 PAM
Cc1[nH]nc2c1/C(=N\O)CCC2,4,6,0.0,-16,4,1,-1.2,-1,4
COc1ccc(CC(=O)NC(C)CCc2ccccc2)cc1 (stereo not drawn),0,-6,-2.7,8,5,3,-0.6,-1,0
CC(C)OC(=O)c1sc2nc(-c3ccccc3)ccc2c1N,4,-1,2.4,5,3,-3,-0.4,17,-10
CCn1c(SCC(=O)N/N=C/c2ccncc2)nc2ccccc21,3,-10,-1.0,3,12,8,-2.3,-4,-4
Cc1ccc(-c2cc3c(n2-c2ccc(C(=O)O)cc2)CCCC3=O)cc1,1,-4,0.3,16,-18,-7,-0.4,-2,-1
COc1ccc(C2CC(c3cccs3)=NN2c2ccc(C=O)cc2)cc1 (stereo not drawn),244*,-7,40*,-62*,-3,5,31*,1,17
O=C(c1cccn(Cc2ccc(C(F)(F)F)cc2)c1=O)N1CCOCC1,4,1,2.0,-17,5,-2,0.5,-19,-4
COCCNC(=O)C1CCC(Cn2c(=S)[nH]c3ccccc3c2=O)CC1 (stereo not drawn),3,1,0.1,-3,17,-5,0.2,-12,-2
COc1cccc(N2C(=O)CC(N3CCN(C(=O)c4ccco4)CC3)C2=O)c1 (stereo not drawn),0,-2,0.4,0,-7,2,0.5,4,-2
Cc1cc(C)cc(S(=O)(=O)Nc2cccc(-c3ccc(N4CCOCC4)nn3)c2)c1,5,5,-0.3,17,.,3,-1.6,-9,-1
CCC(=O)c1ccc(OCC(=O)OCC(=O)N(C)CC(=O)Nc2ccc(F)cc2)cc1,6,1,-0.4,-6,-10,-4,0.3,-3,-4

# (continued)
SMILES,D1 ag,D2 potentiator,TRHR ag,D1 antag,D2 antagonist,TRHR enhancer,D2 agonist,RXFP1 antagonist,D1 PAM
CCOc1ccc(N2CCCn3c2nc2c3c(=O)n(CCc3ccccc3)c(=O)n2C)cc1,1,12,0.4,-14,.,8,.,.,2
CCCn1c(=O)c2sccc2n2c(CCCC(=O)N3CCN(c4ccc(OC)cc4)CC3)nnc12,3,-7,-0.5,3,.,5,.,9,-4
CCn1c(=O)c2sccc2n2c(CCCC(=O)N3CCN(c4ccc(OC)cc4)CC3)nnc12,1,2,-0.7,0,.,3,0.6,9,1
O=C(COc1ccccc1)NCc1ccc(-n2cccc2)cc1,3,2,-2.1,.,-14,-6,-2.0,14,-8
Cc1nn(C)c(C)c1NC(=O)CSc1nnc(C)n1-c1ccccc1,3,7,0.2,-7,-4,-1,-0.8,-4,2
Cc1ccc(S(=O)(=O)Nc2ccc(-c3nnc(SCC#N)n3C)cc2)cc1,1,-2,0.0,17,0,5,-0.5,-4,-2
CC(=O)Nc1c(-c2ccc(F)cc2)nc2ccccn12,1,-17,0.6,-1,4,1,0.4,.,-1
CC(NC(=O)Cc1ccc(NC2=NC3CS(=O)(=O)CC3S2)cc1)c1ccccc1 (stereo not drawn),5,-7,-0.9,-8,14,-5,0.0,-6,6
Clc1ccc(-c2csc(Nc3ccccc3)[n+]2Cc2ccco2)c(Cl)c1,5,2,0.0,16,19,-3,-0.2,-12,16
CCn1ccc2cc(S(=O)(=O)N3CCC(C(=O)NCCc4ccccc4)CC3)ccc21,6,10,-0.4,-25,.,-1,-0.2,-3,3
Cn1cc(SCC(=O)NCc2ccc3c(c2)OCO3)c2ccccc21,-1,-5,-0.7,3,3,-5,-1.3,4,-4
N#CCCNC(=O)Cn1c(COc2ccc(Cl)cc2)nc2ccccc21,2,-9,-0.6,3,-18,6,-0.2,-8,-4
COc1cc2c(=O)n(Cc3ccco3)c(=O)n(CC(=O)c3ccc(Br)cc3)c2cc1OC,-1,1,0.3,7,7,-2,1.3,-9,4
Cc1nc2ccccc2n1CCOc1ccc(F)cc1,7,6,-0.4,-30,2,9,0.3,-1,-16
Cc1ccc(N2CCN(C(=O)c3noc4c3COc3ccc(C)cc3-4)CC2)c(C)c1,-1,-2,-1.1,-7,.,-25,0.3,.,0
CCN(CC)C(=O)C1CCCN(C(=S)Nc2cccc3ccccc23)C1 (stereo not drawn),3,2,-0.3,4,3,6,0.4,4,-6
CSc1nnc(-c2cc3c(s2)-c2ccccc2CC3)o1,3,5,-0.1,4,-13,3,0.5,-20,0
CCOC(=O)Cc1csc(NC(=O)Cc2ccc(C)cc2)n1,9,-5,-0.2,-8,-23,-8,3.4,-6,-4
COc1ccc(-c2noc(N3CCN(c4ccc(Cl)cc4)CC3)n2)cc1OC,3,-5,0.4,-12,.,4,-0.1,-5,0
COC(=O)c1sccc1NC(=O)CSc1ccccc1NS(=O)(=O)c1ccc(Br)cc1,4,14,0.3,-11,18,0,-0.6,12,-3
Cc1oc2ncnc(N3CCCCC3)c2c1C(=O)NCC1CCN(Cc2ccccc2F)CC1,-1,4,-1.9,-4,.,6,0.0,.,-1
COC(=O)N/N=C1\CCCc2c(C)cc(C)cc21,3,-10,-0.6,5,11,16,-1.4,-8,-4
COCCNC(=O)CCCN1C(=O)CCn2nc(-c3cccn3C)cc21,1,-5,0.4,6,.,4,.,1,2
Cc1ccc(N(CC(=O)Nc2ccc3c(c2)OCCO3)S(=O)(=O)c2c(C)n[nH]c2C)cc1,1,-4,0.6,-2,-2,7,0.3,-1,-3
CCCc1nnc(SCC(=O)NC2CC2)n1C,2,8,1.0,11,5,-1,0.2,-3,-10
COC(=O)C(C)Oc1ccc2c3c(c(=O)oc2c1)CCCCC3 (stereo not drawn),6,15,-1.5,-5,4,3,-0.8,19,-4
O=S(=O)(Cc1cc(Cl)nc(-c2ccncc2)n1)c1ccccc1,2,2,-0.2,-3,-12,4,0.2,-15,2
Cc1snc2sc(C(=O)c3ccc(F)cc3)c(N)c12,3,6,2.1,-15,1,-3,2.4,-9,-2
COc1ccc(NC(=O)CC(C)NCCCN2CCCC2=O)cc1 (stereo not drawn),3,1,-0.9,12,-1,23,0.2,-5,-4
COc1cc(CC(=O)OCC(=O)NC2CC2)cc(OC)c1OC,7,0,-0.7,-5,5,0,0.1,-9,-2
O=C(CNC(=O)c1ccc(Cl)c([N+](=O)[O-])c1)OCN1C(=O)c2ccccc2C1=O,0,10,-0.5,-6,-2,9,-0.1,-16,-4
N#C/C(=C\c1ccc(OC(=O)c2ccc(Br)s2)cc1)c1nc2ccccc2[nH]1,-1,-3,0.6,21,12,-3,-0.7,2,0
COc1ccc(C2=NOC(C(=O)N3CCN(c4ccccc4OC)CC3)C2)cc1 (stereo not drawn),6,-9,-0.4,12,-20,6,-0.5,8,.
CC(=O)N[C@@H](Cc1c[nH]c2ccccc12)C(=O)OCc1ccc(C#N)cc1,14,.,1.8,-6,.,-7,.,4,.
